# S1P4 antagonist: S1P4 receptor antagonists, primary screen, cell-based | actives 0.26% (n = 220,000) | AID 1510, 2009 | S1P4-expressing cells, antagonist mode, reporter read-out | Sphingosine 1-phosphate receptor 4 (Homo sapiens), O95977 | inhibition, % at 4.98 µM; in the data active means inhibition above about 29%;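 further: 0% = wells stimulated with agonist and 100% = vehicle wells without agonist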
# Mdm2 ligase inh: MDM2-luciferase reporter signal enhancers, primary screen, MDM2 E3 ligase inhibitor project, cell-based, luminescence, 1536-well. E3 ubiquitin-protein ligase Mdm2 (Homo sapiens), Q00987. cell-based MDM2 ubiquitination luciferase reporter, 2 h; 0 = plate control, 100 = twice control, blank-subtracted. signal enhancement, % at 5 µM. actives 0.11% (n = 210,000). AID 1230, 2008;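 active means signal enhancement of 30% or more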;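 further: luminescence tracks abundance of the self-degrading MDM2-luciferase fusion protein; higher signal means inhibition of MDM2 E3 ligase activity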
# Target sequence (Q00987 whole entry, looked up, the tested form may be a part): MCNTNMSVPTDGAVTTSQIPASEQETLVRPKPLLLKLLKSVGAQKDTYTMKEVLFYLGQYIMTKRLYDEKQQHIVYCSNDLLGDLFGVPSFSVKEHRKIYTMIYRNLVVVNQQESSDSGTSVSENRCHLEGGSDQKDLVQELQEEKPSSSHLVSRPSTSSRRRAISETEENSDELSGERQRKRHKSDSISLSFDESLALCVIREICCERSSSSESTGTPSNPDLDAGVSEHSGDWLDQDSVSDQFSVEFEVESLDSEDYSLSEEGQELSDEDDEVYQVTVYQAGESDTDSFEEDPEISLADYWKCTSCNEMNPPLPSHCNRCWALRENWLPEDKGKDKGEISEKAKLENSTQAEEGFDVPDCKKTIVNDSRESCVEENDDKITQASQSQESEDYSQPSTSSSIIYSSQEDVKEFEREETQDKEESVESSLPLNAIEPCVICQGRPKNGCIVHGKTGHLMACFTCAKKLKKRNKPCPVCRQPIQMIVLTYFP
#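 system = mammalian cells stably expressing self-ubiquitinating, self-degrading MDM2 E3–luciferase fusion | quantity = 2000 cells per well seeded | incubation = 4 h cell settling then 2 h compound exposure, 37 °C | signal = SteadyLite luminescence, 15 min reagent step | benchmarks = plate control and blank wells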
# BaF3 parental: parental Ba/F3 cell viability inhibition, counter-screen for JAK2V617F inhibitor project, murine pro-B, CellTiter-Glo luminescence; CellTiter-Glo ATP luminescence; inhibition, % at 5.6 µM; actives 1.1% (n = 220,000); AID 1486, 2009;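 active means inhibition above a per-campaign cutoff, the mean inhibition of all tested compounds plus 3 SD, cut at about 27% in these data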;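 further: 0% = DMSO wells and 100% = JAK Inhibitor I control wells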
# eIF4E 4G PPI: eIF4E–eIF4G protein interaction inhibitors, primary screen, biochemical, uHTS, TR-FRET, eIF4GI fragment; TR-FRET eIF4E-eIF4GI(517-606) binding, 2 h; inhibition, % at 21.7 µM; actives 0.37% (n = 220,000);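 active means inhibition above about 30%, limit read from the data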;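 further: 0% = full FRET control wells and 100% = background wells lacking eIF4GI fragment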
# S1P4 agonist: S1P4 receptor agonists, primary screen, cell-based | Sphingosine 1-phosphate receptor 4 (Homo sapiens), O95977 | S1P4-expressing cell line, agonist reporter assay | activation, % at 4.98 µM | actives 0.35% (n = 220,000); in the data active means activation above about 11%;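 further: 0% = DMSO vehicle and 100% = reference agonist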
# PERK inh: block of dimerizer-induced PERK translation repression, primary screen, PERK inhibitor project, CHO PERK-DD cells, SEAP luminescence, HTS. actives 0.17% (n = 220,000). Eukaryotic translation initiation factor 2-alpha kinase 3 (Homo sapiens), Q9NZJ5. CHO PERK-DD fusion, SEAP luminescence translation reporter. AID 1416, 2008. inhibition, % at 5.6 µM;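 active means inhibition above the mean inhibition of all tested compounds plus 3 SD, set separately per screening campaign, cut at about 2.9% in these data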;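 further: PERK kinase domain activated by AP20187 dimerizer at 100 nM; 0% = DMSO with dimerizer and 100% = rapamycin at 8.4 µM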
# Wee1 degr inh: Wee1 degradation inhibitors, primary screen, cell-based, HeLa, Wee1K328M-luciferase, luminescence; Wee1-like protein kinase (Homo sapiens), P30291; HeLa Luc-Wee1K328M stability; 100% = proteasome inhibitor MG132 effect; reporter increase, % at 5 µM; actives 1.2% (n = 220,000); AID 1321, 2008;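 active means activation above the mean of all tested compounds plus 3 SD, set per screening run, cut at about 8.8% in these data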;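 further: cells exposed to compound for 20 h before luminescence read; 0% = DMSO alone and 100% = MG132 at 30 µM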
# NPY2 pot ag: NPY-Y2 potentiators or agonists, primary screen, cell-based | Neuropeptide Y receptor type 2 (Homo sapiens), P49146 | cells expressing NPY-Y2, potentiator/agonist read-out | activation, % at 3.6 µM | actives 0.45% (n = 220,000); in the data active means activation above about 27%;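 further: cells stimulated with NPY near EC25 plus isoproterenol at EC100; 0% = vehicle plus submaximal agonist and 100% = vehicle plus saturating agonist; some results beyond the cut were filed as inactive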
# Target sequence (P49146 whole entry, looked up): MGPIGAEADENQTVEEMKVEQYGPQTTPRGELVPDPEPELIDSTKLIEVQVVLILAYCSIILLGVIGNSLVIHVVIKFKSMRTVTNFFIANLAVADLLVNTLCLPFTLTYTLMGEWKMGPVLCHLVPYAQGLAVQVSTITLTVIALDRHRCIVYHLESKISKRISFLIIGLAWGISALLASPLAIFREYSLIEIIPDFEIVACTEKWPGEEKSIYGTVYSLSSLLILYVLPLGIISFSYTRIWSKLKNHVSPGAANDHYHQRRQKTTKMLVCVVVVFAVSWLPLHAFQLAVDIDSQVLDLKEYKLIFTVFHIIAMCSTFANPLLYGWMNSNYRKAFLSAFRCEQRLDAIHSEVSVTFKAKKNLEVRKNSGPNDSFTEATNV
# Ba/F3 V617F tox: reduced viability of JAK2V617F-dependent Ba/F3 cells, primary screen, JAK2V617F inhibitor project, cell-based, Ba/F3 EpoR-JAK2V617F, luminescence. ATP luminescence. inhibition, % at 5.6 µM. actives 1.1% (n = 220,000). AID 1446, 2008;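 active means inhibition above the campaign mean plus 3 SD over all tested compounds, cut at about 24% in these data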;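 further: cytokine-independent growth of Ba/F3 cells driven by EpoR plus mutant JAK2; 0% = DMSO-treated cells and 100% = JAK inhibitor I control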
# Starred values were filed as active, the others as inactive; . = not tested or not shown; [ ] = remark or other dose. Not a hit list. Share with any hit: about 4.1%.
SMILES,S1P4 antagonist,Mdm2 ligase inh,BaF3 parental,eIF4E 4G PPI,S1P4 agonist,PERK inh,Wee1 degr inh,NPY2 pot ag,Ba/F3 V617F tox
O=C(O)C[C@@H](O)C(=O)O,-9,.,2,-1,-0.2,0.1,0,3,0
Cc1oc(-c2ccccc2F)nc1CN1CCC(C(=O)NC2CCCCCCC2)CC1,0,-10,6,-2,-0.1,-0.2,1,-35,1
CCOC(=O)c1ccc(NC(=O)CC2NCCNC2=O)cc1 (centres undefined),-6,.,1,-2,0.2,0.4,-2,0,-1
Cc1nnc(C)n1/N=C/c1ccc(C(=O)O)cc1,-11,-17,3,-3[fluorescence artefact?],1.9,0.1,-1,3,-1
COc1ccc(Cl)cc1NC(=O)CCNC(=O)OCc1ccccc1,4,-6,6,1,-0.1,0.9,-5,-14,-1
Cc1c(C(O)CN2CCN(Cc3ccc4c(c3)OCO4)CC2)c2ccccc2n1C (centres undefined),-22,-1,3,1,0.9,-1.0,-1,-11,1
Cc1ccc(-c2nnc(SCC(=O)NC(=O)Nc3ccc(C)cc3C)n2N)cc1,-15,-9,7,5,0.0,0.7,-2,-4,-1
O=C(Cc1ccc2c(c1)CCCC2)Nc1ccc2ccccc2c1,-13,-3,-1,0,2.7,0.7,0,-14,-2
CCCNC(=O)C1CCN(c2nc(C)cc(C)n2)CC1,2,6,5,5,-1.7,0.6,0,9,-2
O=C1C2C(C(=O)N1/N=C/c1cc([N+](=O)[O-])ccc1O)C1C=CC2C12CC2 (centres undefined),-3,5,2,-3,2.0,0.3,1,1,1
Cc1ccc(-c2nn(-c3ccccc3)cc2C(=O)N2CCN(c3ccccn3)CC2)cc1,-21,-9,7,2,1.6,0.1,2,7,1
N#CC1(NC(=O)CN2CCc3ccccc3C2)CCCC1,-10,-21,-2,0,1.1,0.5,2,-5,0
COc1ccc(CNC(=O)COC(=O)CCCOc2ccc(Cl)cc2Cl)cc1,-13,6,-3,5,1.4,0.9,-1,-17,-2
O=C(CSc1ccc2ccccc2c1)Nc1ncccn1,-4,-2,5,-4,2.6,0.7,0,-7,0
COc1ccccc1-c1c(C)nn2c(N3CCC(C(N)=O)CC3)cc(C)nc12,-14,0,4,1,-0.3,-0.5,-1,9,-1
CCOC(=O)c1c(C)[nH]c(C)c1C(=O)COC(=O)/C=C/c1cccc(F)c1,-9,-20,7,-5,-2.0,-0.7,-1,-1,3
O=C(/C=C/c1ccccc1)OCCCN=C1NS(=O)(=O)c2ccccc21,-2,-6,10,5,-0.7,1.0,-3,-6,2
COc1ccc(NC(=O)c2cccnc2)c([N+](=O)[O-])c1,-3,-12,60*,1,1.1,-0.1,1,-6,66*
C=CCOc1ccc(CN(C)CC(=O)Nc2ccc3c(c2)CCC3)cc1,5,-44,8,3,1.6,0.8,2,-37,-1
CCC(=O)Nc1ccccc1-c1nnn(CC(=O)N2c3ccccc3CC2C)n1 (centres undefined),-6,-9,-1,-3,-2.1,-1.8,0,5,-5
COc1cc(C(=O)O)ccc1O,4,.,6,-1,2.0,0.9,1,1,1
O=C1CN2NC(=S)N(c3ccccc3)C2=CN1c1ccc(Cl)cc1,-9,-26,4,3,1.5,0.9,-2,6,0
O=C(Nc1cccn(Cc2c(Cl)cccc2Cl)c1=O)c1ccccc1Cl,-6,-8,3,-1[fluorescence artefact?],1.3,-1.2,0,-6,-1
CCOC(=O)C1CCCN(C(=O)COC(=O)c2cc(=O)c3ccccc3o2)C1 (centres undefined),-3,3,3,2,1.7,0.4,-2,-4,-3
CC1(C)CC(=O)C/C(=N\NC(=S)NCc2ccccc2)C1,4,-17,2,-3,1.0,0.3,0,8,-2
CCOC(=O)c1cc(-c2cccc(C(F)(F)F)c2)nc2nc(SC)[nH]c(=O)c12,-41,-2,5,2,-0.1,-1.4,0,17,4
CC(C)C(C)NC(=O)COc1ccc(OCc2ccccc2)cc1 (centres undefined),-18,-7,6,-1,2.7,0.4,0,-7,-1
N#Cc1cccc(NCC(=O)Nc2ccc3c(c2)OCCO3)c1,17,-24,0,-4,-0.5,0.2,9,3,-3
O=C(NC1CCCCC1)C(c1ccc(F)cc1)N(C(=O)c1cccs1)c1ccc2c(c1)OCO2 (centres undefined),-10,-14,7,.,0.2,1.3,0,4,0
Cc1cccc2sc(NC(=O)c3cc(S(=O)(=O)N(C)C)ccc3N3CCCC3)nc12,-13,-6,-1,4,0.0,0.2,-2,8,0
CCN(CC)c1ccc(/C=N/NC(=O)c2cccc(S(=O)(=O)N3CCOCC3)c2)cc1,4,-10,6,0,-0.7,-0.2,2,14,-2
NS(=O)(=O)c1ccc(CCNC(=O)CN2CCN(c3cccc(Cl)c3)CC2)cc1,-9,-12,8,-6,-0.7,0.2,-3,6,3
CS(=O)(=O)c1ccc2nc(NC(=O)Cc3ccccc3)sc2c1,4,-3,0,4,-0.1,0.4,-2,7,1
CCN(CC)c1nc(-c2nn[nH]n2)nc(N(CC)CC)n1,-15,-12,4,2,0.1,0.8,0,13,-2
COc1ccc2nc(NC(=O)CNS(=O)(=O)c3cccs3)sc2c1,-3,0,4,3,-1.3,-0.9,-1,7,0
O=C(NC(Cc1ccccc1)C(=O)OCC(=O)N1CCc2ccccc21)c1ccco1 (centres undefined),-9,-5,6,2,0.5,-0.6,2,-11,-2
Cc1cc(C)c(S(=O)(=O)c2ccccc2)c(OC(=O)c2c(F)cccc2Cl)n1,-2,-2,0,-7,1.1,1.7,0,23,-2
Nc1nc(SCC(=O)N2CCOCC2)n[nH]1,-24,-2,3,-3,-0.1,0.0,1,-9,3
O=C(Cc1coc2cc3c(cc12)CCC3)NC1CCCCCCC1,-2,-8,11,-1[fluorescence artefact?],-0.6,1.1,2,-8,4
O=C(CN1CCN(C/C=C/c2ccccc2)CC1)Nc1cc([N+](=O)[O-])ccc1Cl,-20,-2,5,-5[fluorescence artefact?],0.6,-0.3,0,7,-1
CCN(CC)c1ccc(S(=O)(=O)N2CCOCC2)cc1NC(=O)CN1CCN(Cc2ccccc2)CC1,-8,.,-2,-7,-0.5,1.0,0,2,0
COc1ccc(NS(=O)(=O)c2cc(NC(=O)CCSc3ccccc3)ccc2OC)cc1,-12,.,9,1,1.4,-1.0,2,11,0
CCOc1ncccc1C(=O)Nc1cc(S(=O)(=O)N2CCOCC2)ccc1N1CCCC1,-12,7,-1,6,1.3,0.3,2,2,-2
Cn1c(Cn2nnc3ccccc32)nnc1SCC(=O)c1ccc(F)cc1,-10,-13,2,1[fluorescence artefact?],-1.6,-1.3,2,16,-3
COc1ccc(CCN=CC2=C(O)CCCC2=O)cc1OC,-16,-6,0,0[fluorescence artefact?],-0.1,0.6,-3,10,-2
COc1ccc(NC(=O)C2CCC(CNc3c(N4CCC(C)CC4)c(=O)c3=O)CC2)cc1OC (centres undefined),-3,-11,3,-2,-1.4,0.9,-3,-4,-1
COc1ccc(C(=O)c2c(C)oc3cc([N+](=O)[O-])c(O)c([N+](=O)[O-])c23)cc1,1,-10,2,0,1.3,0.1,2,-17,1
Cc1ccc(O)c(C(=O)c2cnn(C(=O)COc3ccc(Cl)cc3)c2)c1,-17,-14,6,-8,0.9,0.8,-3,-7,1
Cc1cc(C(=O)Nc2c(F)cc(F)cc2Br)c(C)o1,13,-11,-1,6,1.1,1.3,7,4,-4
Cc1ccc(CS(=O)(=O)c2nc3c(c(N(C)C)n2)CCCC3)cc1,-8,-5,0,-3,0.8,-0.7,3,9,1

# Later entries:
SMILES,S1P4 antagonist,Mdm2 ligase inh,BaF3 parental,eIF4E 4G PPI,S1P4 agonist,PERK inh,Wee1 degr inh,NPY2 pot ag,Ba/F3 V617F tox
O=C(NCc1nnc(SCc2ccc(F)cc2)n1-c1ccc(F)cc1)C12CC3CC(CC(C3)C1)C2,3,-4,5,10,-1.3,0.0,1,0,-2
CC1CN(c2oc(-c3ccccc3Cl)nc2C#N)CC(C)O1 (centres undefined),-16,0,3,.,2.1,-0.1,-3,-23,-1
CCCCCOC(=O)CSc1n[nH]c(=O)[nH]c1=O,-4,-1,1,-5[fluorescence artefact?],0.1,0.7,-2,9,-2
O=C(CCCCCN1C(=O)CCC1=O)Nc1ccc(Cl)c(C(F)(F)F)c1,-16,-9,6,0,0.4,0.3,-1,-4,-1
CC(=O)c1sc2ccccc2c1OC(=O)c1ccco1,-5,-3,2,-6,1.8,0.3,4,9,4
Cc1cc(C)c2c(CN3CCN(C)CC3)cc(=O)oc2c1,-25,-1,1,1,-0.4,-1.0,-1,-11,1
OCC1(Cc2ccccc2)CCN(Cc2cnn(-c3ccccc3F)c2)CC1,-20,5,7,2,-0.1,-0.3,-3,-12,1
CC(C)COC(=O)Nc1ccc(C(=O)O)cc1,0,-11,5,1[fluorescence artefact?],0.3,0.6,-1,-21,-1
O=C(COC(=O)Cc1n[nH]c(=O)c2ccccc12)Nc1cccc(C(F)(F)F)c1,-5,-10,11,1,0.9,0.7,0,-1,1
O=C(NC1CCCCC1)C(c1ccc2ncccc2c1)N(Cc1ccccc1)C(=O)c1ccc2c(c1)OCCO2 (centres undefined),2,-13,0,8,-2.5,1.8,3,13,3
COc1ccccc1-n1c(SCC(=O)N2CCc3ccccc32)nc2c(c1=O)SCC2,-13,-14,6,0,-1.6,0.1,2,1,0
Cn1c(=O)n(C)c2cc([N+](=O)[O-])c(N3CCN(C(=O)c4cccc(Cl)c4)CC3)cc21,-13,-11,6,5,0.7,0.2,0,2,-1
O=C(Nc1ccc(NC(=S)NC(=O)c2ccccc2F)cc1)c1cccs1,0,8,4,-1,0.1,0.3,7,-8,3
Cc1ccc(-c2nnc3n2N=C(c2ccc(Br)cc2)CS3)cc1,3,-7,-5,8,1.6,0.5,-1,-4,-2
O=C(/C=C/c1ccco1)NC(=S)Nc1ccc(N2CCCC2)cc1,-14,-5,0,4,1.6,0.3,-1,-1,-3
Cc1csc2nc(CNS(=O)(=O)c3cccnc3)cn12,-2,.,2,.,1.9,0.3,0,11,-4
COc1cc(/C=N/N2CCOCC2)ccc1OC(=O)c1ccco1,11,-23,3,2,0.2,1.4,3,-6,-2
Cc1ccc2oc(-c3cccc(NC(=O)Cn4cnc5c(=O)n(C)c(=O)n(C)c54)c3)nc2c1,-24,-15,4,17,0.4,-0.3,1,8,-1
COc1ccc(S(=O)(=O)/N=C2/NC(=O)/C(=C\c3cc(OC)c(OC)cc3[N+](=O)[O-])S2)cc1,-12,-32,1,5,1.1,1.6,0,-1,-3

# From PubChem BioAssay
